Assay outcomes (PubChem)
RXFP1 antagonist: antagonists of human relaxin receptor RXFP1 | Q9HBX9 | HEK293-RXFP1, relaxin-stimulated cAMP HTRF, 30 min; hits give low values | activity change, negative = inhibition, % at 57.5 µM | actives 0.59% (n = 350,000);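 active means activity change of -60% or lower, but not beyond a set lower limit; inconclusive means change between -60% and -40%, or beyond the set limit; inactive means change above -40%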; further: on the % scale 0 is the no-effect control and ±100 the full control effect
Vif-A3F inh: blocks the Vif interaction with APOBEC3F; Potency, µM (titrated, usually from 46.1 µM), for inactives: at the top dose activity, negative = active; HeLa A3F-eYFP + Vif (tagged APOBEC3F with the HIV-1 protein that degrades it), YFP fluorescence increase; AID 602313; actives 0.2% (n = 390,000); further: potency means the concentration at half of the fitted maximal effect; % of control where 0% means no effect; nearly all actives have a fitted effect of over 65% in size
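HeLa cells stably expressing Vif plus C-terminally eYFP-tagged A3F were seeded, incubated overnight at 37 deg C, dosed with compound, incubated overnight again at 37 deg C. Yellow fluorescence (Ex 488/Em 500-530) reported blocked Vif-mediated A3F-eYFP degradation.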
RXFP1 agonist: RXFP1 (human) receptor agonism; actives 0.3% (n = 370,000); HEK293T-RXFP1 cAMP TR-FRET, 30 min; response scale: percent of porcine relaxin response, buffer zero; Q9HBX9; Potency, µM (highest dose often 57.5 µM), inactives show top-dose activation, most hits filed as activators; further: potency means the concentration at half of the fitted maximal effect; on the % scale 0 is the no-effect control and ±100 the full control effect; nearly all actives have a fitted effect of over 60% in size; many of its hits are not listed in these tables
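HEK293T cells stably expressing RXFP1 were pretreated with the PDE4 inhibitor Ro 20174, exposed to compounds for 30 min at 37C, lysed, and cAMP was read by TR-FRET. Data normalized to buffer (basal) and 29 nM porcine relaxin (100%).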
Vif-APOBEC3G blk: blocks the Vif interaction with human APOBEC3G. Q9HC16. HeLa A3G-eYFP + Vif (tagged APOBEC3G with the HIV-1 protein that degrades it), YFP fluorescence, overnight. Potency, µM (doses to about 46.1 µM), for inactives: at the highest dose activity, negative = active, actives largely listed as inhibitors. actives 0.076% (n = 410,000). AID 602310;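 further: potency means the concentration at half of the fitted maximal effect; on the % scale 0 is the no-effect control and ±100 the full control effect; nearly all actives have a fitted effect of over 60% in size; hits raise eYFP signal because A3G escapes Vif-driven loss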
Target sequence (Q9HC16 whole entry, looked up): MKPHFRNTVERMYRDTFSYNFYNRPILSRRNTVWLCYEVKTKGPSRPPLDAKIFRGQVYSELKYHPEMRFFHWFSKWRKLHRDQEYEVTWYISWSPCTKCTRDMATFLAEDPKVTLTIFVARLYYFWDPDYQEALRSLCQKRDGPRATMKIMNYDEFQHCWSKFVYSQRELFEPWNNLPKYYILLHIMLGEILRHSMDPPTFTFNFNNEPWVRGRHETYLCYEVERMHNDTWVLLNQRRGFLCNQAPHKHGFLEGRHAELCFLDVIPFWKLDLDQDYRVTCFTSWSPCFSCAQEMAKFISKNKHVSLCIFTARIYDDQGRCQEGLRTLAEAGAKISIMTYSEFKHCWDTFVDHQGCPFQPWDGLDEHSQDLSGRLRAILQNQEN
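Read-out is eYFP fluorescence (Ex 488/Em 500-530) from Vif-expressing HeLa A3G-eYFP cells; more signal means A3G escaped Vif-mediated degradation. Cells plated overnight, compound pinned in, incubated overnight at 37 deg C.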
GRP78 ERSR act: ER stress response induction in glioma; U87-MG GRP78 promoter luciferase reporter, 16 h; Potency, µM, for the others: at the top dose activation, hits mostly activators; actives 0.02% (n = 420,000); AID 602332; further: potency means the concentration at half of the fitted maximal effect; series mostly up to about 76 µM; % of control where 0% means no effect; nearly all actives have a fitted effect of over 35% in size
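Stably transfected U87-MG human glioma cells carrying a GRP78-based luminescent sensor were seeded at 1000 cells/well, pin-dosed with compounds and incubated 16 h. Luciferase reagent was then added, and end-point luminescence was read after 10 min at room temperature.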
D1 ag: activates the human D1 dopamine receptor; activation, % at 2 µM; actives 1% (n = 360,000); HEK293 T-REx D1 cells, calcium flux, agonist mode; in the data active means activation above about 30%; further: 0% is about no effect
Target sequence (P21728 whole entry, looked up): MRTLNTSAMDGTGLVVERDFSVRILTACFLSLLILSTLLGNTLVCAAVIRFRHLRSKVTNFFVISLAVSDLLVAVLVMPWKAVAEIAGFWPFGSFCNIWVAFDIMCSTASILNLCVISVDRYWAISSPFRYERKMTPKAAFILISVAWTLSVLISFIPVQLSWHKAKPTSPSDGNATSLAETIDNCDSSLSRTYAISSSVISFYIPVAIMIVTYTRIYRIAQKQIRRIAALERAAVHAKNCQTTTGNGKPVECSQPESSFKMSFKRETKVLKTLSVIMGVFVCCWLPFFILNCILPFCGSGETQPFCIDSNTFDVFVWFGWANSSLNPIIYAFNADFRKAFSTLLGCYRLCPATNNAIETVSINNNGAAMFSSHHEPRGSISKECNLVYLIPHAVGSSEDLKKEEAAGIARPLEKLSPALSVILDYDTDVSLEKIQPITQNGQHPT
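Agonism was scored from calcium flux recorded over 180 s (1 read/s) after pintool compound addition, following a 10-cycle baseline. Cells were inducible force-coupled HEK293 TREx D1, plated overnight at 30 C and loaded with no-wash calcium dye.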
D2 PAM: positive allosteric modulators of human D2 dopamine receptor. P14416. HEK293 T-REx D2, calcium flux, EC20 dopamine potentiation. potentiation, % at 10 µM. actives 0.34% (n = 340,000). AID 485347;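 active means potentiation over 3 SD above the plate norm, cut at about 30% in these data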; further: 0% is about no effect
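Primary screen. Calcium kinetics in induced HEK293 T-REx D2 cells: compound pre-addition 180 s, EC20 dopamine, 180 s more.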
D1 PAM: human D1 dopamine receptor positive modulation; P21728; HEK293 TREx D1 cells, calcium flux, dopamine EC20 potentiation; potentiation, % at 10 µM; actives 0.036% (n = 360,000); AID 504651; in the data active means potentiation above about 30%; further: 0% is about no effect
D1 antag: antagonists of human D1 dopamine receptor. HEK293 TREx D1 cells, calcium flux, dopamine EC80; hits give low values. P21728. actives 3.2% (n = 360,000). AID 504652. activity change, negative = inhibition, % at 10 µM; in the data active means activity change below about -30%; further: on the % scale 0 is the no-effect control and ±100 the full control effect
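After overnight tetracycline induction at 30 C, force-coupled D1 HEK293 cells took up a no-wash calcium dye at room temperature. Compounds were added and monitored 180 s, and the response to EC80 dopamine was then recorded.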
Active calls of the source: *; ? = inconclusive; / = no result given; & = joins results of further samples; ! = not active in a repeat. Unless noted, the call rests on the fitted dose curve; in most records, active means well fitted curve in the direction sought with a large enough effect; inconclusive means small, poorly fitted or top-dose-only effect, or another doubt; inactive means no such curve, though single readings can be large; an effect the other way counts as inactive or inconclusive. An excerpt; the hit share may differ from the screen's.

SMILES	RXFP1 antagonist	Vif-A3F inh	RXFP1 agonist	Vif-APOBEC3G blk	GRP78 ERSR act	D1 ag	D2 PAM	D1 PAM	D1 antag
O=C(O)c1ccc(-n2nnc3ccccc32)c([N+](=O)[O-])c1	0	1%	-1.9%	4%	-2%	1	/	-6	24
C[C@H](CO)N1C[C@H](C)[C@@H](CN(C)S(=O)(=O)c2cccc(F)c2)Oc2ncc(Br)cc2C1=O	8	-13%	/	1%	-6%	/	/	/	/
Cc1nn(CC(=O)NC2CCC(C)CC2)c(=O)c2c1sc1ccccc12 (centres undefined)	-4	-8%	0.2%	-2%	5%	2	0	-2	-16
Cc1cc(C(=O)OCC(=O)NC2CCCCC2C)c2ccccc2n1 (centres undefined)	-1	-7%	/	1%	-4%	/	/	/	/
C[C@H](CO)N1C[C@H](C)[C@@H](CN(C)C(=O)c2ccccn2)Oc2cc(Br)ccc2S1(=O)=O	5	-4%	/	1%	-1%	/	/	/	/
COc1cc(OC)c(C=NNC(=S)NC23CC4CC(CC(C4)C2)C3)c(OC)c1	-9	-1%	/	-2%	-5%	/	/	/	/
Cc1ccc2c(c1)C(c1ccc(F)cc1)N(C(=O)C1CC1)CC(=O)N2 (centres undefined)	/	-3%	0.3%	-1%	-2%	1	-6	2	15
COc1ccc(N2CCN(C(=O)CSc3nnc(CNc4ccccc4)o3)CC2)cc1	7	12%	-3.7%	0%	-2%	6	-6	-5	4
Cc1ccc(C2CN(C)C3(C(=O)Nc4ccccc43)C23COc2ccccc2C3=O)cc1 (centres undefined)	-9	-13%	3.0%	-14%	-3%	0	8	-5	-13
COCCNC(=O)C(OC(=O)c1cc2oc(C)cc2n1C)C(C)C (centres undefined)	3	1%	0.6%	2%	-1%	2	12	-2	1
CCOC(=O)C(=NO)C1=CSC2=NNC(C)(C)N12	-11	-9%	/	-2%	-4%	/	/	/	/
COc1ccc(CNC(=O)c2cccc(-n3cnc4cccnc43)c2C)cc1	-2	2%	-2.4%	2%	-1%	0	-2	0	-8
CC(=O)c1sc(NC(=O)c2cnc(Cl)c(Cl)c2)nc1C	-5	4%	?	-5%	2%	6	4	-1	-2
CCC(=O)N(Cc1cc(=O)[nH]c2ccccc12)c1ccccc1C	2	1%	4.3%	6%	-2%	3	13	-6	-17
CC1(C)CN=c2s/c(=C\c3ccc(Cl)cc3)c(=O)n2C1	?	-5%	0.6%	0%	-5%	33*	-5	-7	8
CCOC(=O)c1ccc(NC(=O)c2nc[nH]c2C(=O)N[C@@H](CCCCNC(=O)OC(C)(C)C)C(=O)OC(C)(C)C)cc1	/	2%	3.2%	-2%	-2%	5	-6	-7	-12
COc1ccccc1N(CC(=O)NCCN1CCOCC1)S(=O)(=O)c1ccccc1	0	1%	0.4%	-4%	-3%	2	-15	0	0
CCOC(=O)N1CCN(C(=O)C2CCN(S(=O)(=O)N(CC)CC)CC2)CC1	16	-1%	1.1%	0%	-7%	2	1	-7	-4
Cc1cc(C)n(/C(=C\N(C)C)C(=O)c2cccc([N+](=O)[O-])c2)n1	9	-2%	-0.7%	-1%	-5%	2	1	3	-12
Cn1c(=O)c2sccc2n2c(CCC(=O)N3CCN(c4ccccc4)CC3)nnc12	3	0%	?	5%	-4%	-1	17	-2	-6
CCc1ccccc1NC(=O)N1CCN(c2nnc(C)c3c(C)n(-c4ccccc4)nc23)CC1	1	/	0.3%	/	/	1	-2	-1	2
O=C(c1ccccc1)N1CCN(C(=O)c2ccccc2)c2ccccc21	-18	-32%	/	3%	-7%	/	/	/	/
COc1ccc(C(=O)C(C)OC(=O)C2CC3CCCC(C2)C3=O)cc1 (centres undefined)	9	-6%	/	0%	-2%	/	/	/	/
COc1cccc2cc(-c3nnc(SCC(=O)NCc4ccccc4)n3C)oc12	-1	-4%	1.9%	0%	-4%	1	-7	8	-11
C=CCNC(=S)N1CCN(Cc2ccc3c(c2)OCO3)CC1	6	8%	0.2%	1%	-2%	9	-9	-1	0

An excerpt from above with just D2 PAM, D1 PAM and D1 antag:
| smiles | D2 PAM | D1 PAM | D1 antag |
| --- | --- | --- | --- |
| CCOC(=O)N1CCN(C(=O)C2CCN(S(=O)(=O)N(CC)CC)CC2)CC1 | 1 | -7 | -4 |
| Cc1cc(C)n(/C(=C\N(C)C)C(=O)c2cccc([N+](=O)[O-])c2)n1 | 1 | 3 | -12 |
| Cn1c(=O)c2sccc2n2c(CCC(=O)N3CCN(c4ccccc4)CC3)nnc12 | 17 | -2 | -6 |

The list goes on.
SMILES	RXFP1 antagonist	Vif-A3F inh	RXFP1 agonist	Vif-APOBEC3G blk	GRP78 ERSR act	D1 ag	D2 PAM	D1 PAM	D1 antag
S=C(NCc1cccnc1)Nc1cccc(Cl)c1	6	5%	1.8%	-1%	-1%	5	-14	1	0
CC1(C)CC(=O)C/C(=N\NC(=O)C2C3CCCCC32)C1 (centres undefined)	33	-1%	0.2%	-2%	1%	2	3	1	-4
CC(C)C(=O)Nc1nc2cc3c(cc2s1)OCCO3	-10	0%	-4.2%	3%	-5%	1	-4	-8	-15
CC(=O)NCCc1nc2ccccc2n1CCc1ccccc1	1	2%	-0.7%	2%	-2%	2	2	-2	14
CC(OC(=O)CNC(=O)c1ccc(Cl)c([N+](=O)[O-])c1)C(=O)NC1CCCCC1C (centres undefined)	-31	1%	-1.2%	1%	10%	3	13	-2	-17
Cc1ccc(O)c(NS(=O)(=O)c2cccc3nsnc23)c1	-5	0%	0.0%	-5%	5%	0	14	-6	-1
O=C(N/N=C/c1cn(-c2ccccc2)nc1-c1cc2ccccc2o1)c1ccncc1	6	-2%	6.1%	-14%	-1%	3	-10	-1	-18
CCC(CO)NC1=CC(=O)CCC1 (centres undefined)	-5	0%	0.0%	-5%	-3%	2	-2	-4	11
CCc1[nH]nc(C(=O)N/N=C/c2ccncc2)c1C	-2	-3%	-0.2%	4%	-2%	3	-2	-1	4
CCO[C@@H]1OC(C(=O)N2CCN(Cc3ccc4c(c3)OCO4)CC2)=C[C@H](c2coc3ccccc3c2=O)[C@H]1CCCO	/	-6%	1.6%	-4%	-1%	-3	2	3	-25
O=C(Nc1nccs1)NC1CCCCC1	-9	-3%	-2.2%	-2%	5%	2	0	-10	-1
COc1ccc(C(=O)c2cn(CC(=O)Nc3ccc4c(c3)OCCO4)c3ccc(OC)cc3c2=O)cc1	/	4%	2.7%	-15%	-3%	6	-10	-1	-10
CCOc1ccc(OCC)c(NC(=O)CCCN2C(=S)NC(C)(C)CC2C)c1 (centres undefined)	7	?	-0.2%	0%	-3%	-3	2	-2	15
Cc1cc(F)ccc1S(=O)(=O)Nc1ccc(C(=O)N2CCCCC2)cc1	18	-2%	/	2%	-3%	/	/	/	/
Cc1nc2nc[nH]n2c(=O)c1C/C=C/c1ccccc1	0	-1%	5.6%	-8%	-2%	2	11	-2	2
CCCCOc1ccc(Cn2c(=O)oc3ccccc32)cc1	-3&-7	1%&-5%	-3.0%&0.5%	0%&-3%	-5%&-3%	4&14	-5&9	-4&0	-39*!
O=C(CCN1CCC(c2ccccc2)C1)c1ccccc1 (centres undefined)	-2	-6%	1.4%	0%	-3%	6	/	1	-16
CCOC(=O)C1=C(N)OC2=C(C(=O)CC(C)(C)C2)C1c1cc(CSc2nnnn2C)cs1 (centres undefined)	-20	-4%	1.6%	0%	-3%	10	4	-2	-18
COC1=CC(=O)OC12CCCCC2	4	-3%	3.3%	-4%	-5%	1	-21	-5	-7
Cc1ccc2c(CNC3CCC(C)CC3)c(C(=O)O)n(Cc3cccc(F)c3)c2c1 (centres undefined)	5	1%	0.2%	1%	-3%	-1	-3	4	16
Cn1c(=O)c2c(c3ccccc31)OC(=O)CC2c1cccnc1 (centres undefined)	-7	5%	-0.1%	-2%	1%	2	-1	-6	2
COc1ccc(S(=O)(=O)N2CCN(c3ccc(F)cc3)CC2)cc1OC	4	1%	-1.2%	0%	2%	6	2	7	-1
CCN(CC(=O)NC(C)C)C(=O)c1ccc(Cl)cc1	-8	6%	1.2%	-1%	-2%	2	0	2	20
CC1Cc2nc(SCC(=O)Nc3ccc(F)cc3F)n(C)c(=O)c2S1 (centres undefined)	-7	-1%	3.8%	0%	-3%	3	-12	0	-11
CC(=O)c1c(C)[nH]c(C(=O)Nc2nc(-c3ccc(Cl)cc3)cs2)c1C	-10	4%	-0.3%	1%	-2%	21	11	-15	-32*
More results
SMILES	RXFP1 antagonist	Vif-A3F inh	RXFP1 agonist	Vif-APOBEC3G blk	GRP78 ERSR act	D1 ag	D2 PAM	D1 PAM	D1 antag
CCN(Cc1ccccc1)C(=O)Cn1c(=O)n(-c2ccc(F)c(Cl)c2)c(=O)c2sc3ccccc3c21	/	-1%	?	2%	-2%	-1	1	0	10
Cc1nc2ccccc2n1Cc1ccccc1Br	11	0%	0.0%	0%	-2%	9	-6	-3	-20
CN=C(C)/C(C(=O)OC)=C(/O)c1ccc(Cl)cc1Cl	-12	5%	-0.8%	0%	-7%	3	-5	-7	-13
CCOC(=O)c1c(NC(=O)CSc2cn(CCNC(=O)c3c(F)cccc3F)c3ccccc23)sc2c1CCCC2	/	-10%	-0.7%	-1%	-1%	-1	8	-3	-7
O=C(NCc1ccccc1CN1CCCC1)c1cccc(N2CCCC2=O)c1	-2	5%	2.5%	-1%	-8%	4	-9	/	-37*
O=C(NCC1CCCO1)c1ccc(N2CCCCC2)c([N+](=O)[O-])c1 (centres undefined)	-3	1%	0.0%	-11%	3%	1	/	-8	-8
OC(COc1c(Br)cc(Br)cc1Br)CN1CCOCC1 (centres undefined)	3	3%	1.1%	0%	-4%	2	-4	-7	5
O=C(Nc1ccc2c(c1)OCO2)c1cc2ncc(Br)cn2n1	-3	-6%	0.9%	-1%	-2%	4	/	-1	0
Cc1ccc(CNC(=O)Cn2ccn(-c3ccc(C)c(C)c3)c(=O)c2=O)cc1	6	-8%	-1.5%	?	-1%	4	-7	-5	-11
CC1=C(C(=O)OC(C)(C)C)C(c2ccc(Br)cc2)NC(=O)N1CCCC(=O)O (centres undefined)	/	0%	1.4%	-7%	-2%	2	-11	-2	-15
